From PubChem BioAssay
12-LOX inh: blocks human arachidonate 12S-lipoxygenase; Potency, µM (highest dose often 108 µM), for inactives: at the highest dose activity change, negative = inhibition, hits mostly inhibitors; 1.1% of 580,000 active; AID 1671190; purified 12hLO, xylenol orange hydroperoxide absorbance; P18054; active means well fitted inhibition curve with a large enough effect; inconclusive means small, poorly fitted or top-dose-only effect, or another doubt; inactive means no such curve, though single readings can be large or run the other way
Target sequence (P18054 whole entry, looked up): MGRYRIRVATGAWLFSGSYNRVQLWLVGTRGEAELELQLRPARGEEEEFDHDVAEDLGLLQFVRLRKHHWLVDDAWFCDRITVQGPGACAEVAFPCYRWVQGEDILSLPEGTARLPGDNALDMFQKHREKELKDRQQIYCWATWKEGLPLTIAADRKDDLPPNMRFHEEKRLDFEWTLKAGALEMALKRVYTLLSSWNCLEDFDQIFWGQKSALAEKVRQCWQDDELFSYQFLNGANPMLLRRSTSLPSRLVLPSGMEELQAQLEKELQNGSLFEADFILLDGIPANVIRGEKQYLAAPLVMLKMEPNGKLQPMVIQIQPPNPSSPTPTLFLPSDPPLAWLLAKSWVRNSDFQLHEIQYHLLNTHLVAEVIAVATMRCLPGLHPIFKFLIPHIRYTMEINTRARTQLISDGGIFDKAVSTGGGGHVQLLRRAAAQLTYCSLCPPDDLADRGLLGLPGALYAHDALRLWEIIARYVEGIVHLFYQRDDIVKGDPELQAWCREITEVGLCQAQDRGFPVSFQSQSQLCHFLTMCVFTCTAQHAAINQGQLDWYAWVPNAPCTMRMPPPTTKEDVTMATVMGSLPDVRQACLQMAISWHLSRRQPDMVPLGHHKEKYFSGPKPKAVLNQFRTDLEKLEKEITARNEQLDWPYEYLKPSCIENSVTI
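Purified human 12hLO at 150 nM in 25 mM Hepes, 0.01% Triton X-100, pH 7.0, preincubated 15 min at room temperature with compound. Reaction started with 40 uM arachidonic acid, 30 min at room temperature. Hydroperoxide measured by Fe-xylenol orange, 573/405 nm absorbance ratio.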
An asterisk follows results filed as active; ? = inconclusive; [ ] = remark or other dose. On the % scale 0 is the no-effect control and ±100 the full control effect; potency means the concentration at half of the fitted maximal effect. Some of the compounds tested; count on the stated rates, not on these rows.

SMILES | 12-LOX inh
O=C(NC1CC1)c1cccc(-c2ccc3c(NC(=O)C4CC4)n[nH]c3c2)c1 | 8%[57.4 µM]
O=C(O)/C=C/c1ccccc1F | 0%
O=C(C1CCCC1)N1C[C@@H](CO)[C@H](c2ccncc2)C1 | 46%[activator]
O=C(c1ccc2c(c1)OCO2)N1CCC2(CC1)N=C(c1ccc(Br)cc1)NO2 | ?
Cc1cc(C)c2oc(=O)cc(CN3CCN(C)CC3)c2c1 | -2%
COc1cccc(-c2nccc(NC3CCNCC3)n2)c1 | -12%
CC(=O)N1CCc2nn(CC(=O)N3CCN(c4ccccc4F)CC3)c(=O)cc2C1 | 46%
CN(Cc1cccn1C)Cc1ccnn1C | 36%[176 µM]
O=C1CC2(CCN([S+](=O)([O-])c3cccc(C(F)(F)F)c3)CC2)Oc2ccccc2N1c1ccccc1 | ?
Cc1ccc2c(n1)N(C)[C@H](CO)CCN(Cc1ccccc1Cl)C2 | -19%[176 µM]
CCc1ccc(C(=O)N2CCC3(CC2)OCC(C(=O)NCCOC)N3C(=O)c2cccc(C)c2)cc1 (stereo not drawn) | 52%[activator]
Cc1nc2cc(S(=O)(=O)N3CCOCC3)ccc2n1CCNC(=O)C1(C)CC1 | 8%
CCc1cccc(NC(=O)CCC2CCCCC2)c1 | 5%
Cc1cc(C)cc(NC(=O)Cn2c(N3CCCCC3)nc(C)c(C)c2=O)c1 | -1%
O=C(CSc1cnc2cc(S(=O)(=O)N3CCCCC3)ccc2n1)Nc1ccccc1 | -22%
C1C2CC3CC1CC(C2)C3NC12CC3CC(CC(C3)C1)C2 (stereo not drawn) | -21%
CC(C)CCN(C)C(C)c1cccs1 (stereo not drawn) | 58%[activator][176 µM]
CNC(=O)C(C)OC(=O)c1nn(-c2ccccc2)c(=O)c2ccccc12 (stereo not drawn) | -5%
COc1ccc(CN2CCC(C3CCN(S(C)(=O)=O)CC3)C2)cc1C (stereo not drawn) | 38%[activator]
CCOc1ccccc1C(=O)NCc1nnc2cc(-c3nc(C)no3)ccn12 | 52%[activator]
CC1=C[C@@H](CNC(=O)c2cccnc2)[C@H](C(C)C)C[C@H]1CC(=O)NCc1ccccn1 | -26%[176 µM]
CCOCCOC(=O)C(C)Oc1ccc2c(=O)c(Oc3cc(C)cc(C)c3)c(C(F)(F)F)oc2c1 (stereo not drawn) | ?
CCc1ccccc1NC(=O)CN1CCN(C(=O)c2oc3ccccc3c2C)CC1 | 29%
CC1CCC(=NNC(=O)c2ccc(Br)o2)CC1 (stereo not drawn) | 24%
Cn1c(=O)c2c(ncn2CC(=O)Nc2cccc(Cl)c2)n(C)c1=O | 3%
O=C(COc1ccc(Cl)cc1)N1CCN(c2cc(-c3ccccc3)[nH]n2)CC1 | 22%
O=C(COC(=O)C(c1ccccc1)c1ccccc1)Nc1ccc(N2CCOCC2)cc1 | ?
Cc1nc(C)c(C(=O)N2CCOCC(O)(CN3CCCC3)C2)s1 (stereo not drawn) | 31%[activator]
COc1cc(O)c2c(c1)C1OC1C[C@H](O)[C@H](O)C(=O)C=CC[C@H](C)OC2=O (stereo partly drawn) | -1%[57.4 µM]
Cc1noc(C)c1CCCNC(=O)C1CCN(C(=O)N2CC3CC(C2)[C@H]2CCCC(=O)N2C3)CC1 (stereo partly drawn) | 12%
COc1cc(OC)c2cc(C(=O)NC(C)C(=O)Nc3nc(C)cs3)n(C)c2c1 (stereo not drawn) | -1%
CN(C1CCCCC1)S(=O)(=O)c1ccc(C(=O)Nc2ccc(Cl)c3ncsc23)cc1 | 0%
COC(=O)c1ccccc1NC(=O)c1cc(N2CCCCS2(=O)=O)ccc1Cl | 9%
CC(C)=CCn1c(-c2cc(C)oc2C)cn2cc(C(=O)N3CCCC3C)nc2c1=O (stereo not drawn) | 39%[activator]
CCOc1ccccc1CNCc1ccco1 | ?
Cn1ncc(N2CCC(C(=O)N3CCC(C(N)=O)(N4CCCCC4)CC3)C2)cc1=O (stereo not drawn) | 31%[activator]
CCc1ccc(CNC(=O)c2ccc(CSCc3ccc(C)cc3)o2)cc1 | ?
COCCNC(=O)c1ccc(OC2CCN(Cc3cccc4nonc34)CC2)c(Cl)c1 | 16%
CCc1ccc(NC(=O)CN(c2cccc(C)c2C)S(C)(=O)=O)cc1 | -11%
COc1ccc(CCNC(=O)c2cnn(-c3nccc(-c4cccs4)n3)c2C)cc1OC | 1%
COc1ccccc1CNC(=O)CCC[C@@H]1[C@H]2CCCN3CCC[C@@H](CN1C(=O)c1cccnc1)[C@@H]23 | 21%
Cc1ccc2sc(N(Cc3cccnc3)C(=O)c3ccc(C#N)cc3)nc2c1C | -9%
CN(C)S(=O)(=O)c1ccc(=O)n(Cc2ncc(-c3ccc(F)cc3)o2)c1 | -9%
COC(=O)CCCNC(=O)[C@@]1(O)C[C@@H](O)[C@H](O)[C@@H](NC(=O)Nc2ccc(C)cc2)C1 | -19%[176 µM]
COC(=O)CNC(=O)C1=NOC2CN(C(=O)c3ccn(C)n3)CC12 (stereo not drawn) | 4%[6.33 µM]
O=C(CSc1nc2ccccc2nc1N1CCCC1)NC1CCCC1 | 32%
O=C(CC[C@@H]1CNC(=O)[C@@H]2C[C@H](NCc3ccc(F)cc3)CN12)NCc1ccccc1 | 85%[activator][176 µM]
Cc1ccc(NC2(c3nnnn3-c3cccc(C)c3)CCCC2)cc1 | -3%

Pulled by compound from above:
SMILES | 12-LOX inh
CCc1ccc(NC(=O)CN(c2cccc(C)c2C)S(C)(=O)=O)cc1 | -11%
CCc1ccc(CNC(=O)c2ccc(CSCc3ccc(C)cc3)o2)cc1 | ?

Other entries follow.
SMILES | 12-LOX inh
CC(=O)Nc1ccc(C)c(NC(=O)C2(c3cccc(Br)c3)CC2)c1 | -26%
COCCC1(NC(=O)C2CC2)CCN(C(=O)C2CC2)CC1 | 56%[activator]
CCN(CC)Cc1cnc2c(C(=O)N3CCOC(C(F)(F)F)C3)cnn2c1 (stereo not drawn) | 19%
CC1=C[C@@H](CNC(=O)C2CC2)[C@H](C(C)C)C[C@H]1CC(=O)N1CCOCC1 | -8%[176 µM]
O=C(c1ccc2c(c1)OCO2)N1CCC12Cc1ccccc1NC2=O (stereo not drawn) | 47%[activator][176 µM]
CCCC(C)NC(=O)c1ccccc1C (stereo not drawn) | 13%
O=C1CCN(C(=O)CCCc2c[nH]c3ccccc23)CCCOCCN1 | 14%
O=C(OCC(=O)N(Cc1ccccc1)Cc1ccccc1)c1ccc2ccccc2n1 | 14%
O=C1CCCCC(C(=O)NCc2ccc(Cl)cc2)N1 (stereo not drawn) | ?
CCOC(=O)NC(C(=O)OCC)(c1ccc(F)cc1)C(F)(F)F (stereo not drawn) | ?
C/C(=N/Nc1ccnc2cc(Cl)ccc12)c1cccc(N)c1 | 59%[activator]
COc1ccc(-c2noc([C@@H]3CCCN3C(=O)c3ccccc3F)n2)cc1OC | 24%
COc1ccc(CN2Cc3[nH]cnc3C[C@H]2c2nc(-c3ccc4ccccc4c3)no2)cc1 | 45%[activator]
Cc1c(C)c2ccc(OCC(=O)OC(C)(C)C)c(C)c2oc1=O | 26%
COc1cc(=O)n2c(c1C(=O)N(C)Cc1nccs1)CCN(Cc1cccc(F)c1F)CC2 | 5%
CCCCc1cc(C[C@H]2CNCC[C@H]2CC(=O)Nc2ccccc2)no1 | 12%[176 µM]
CCc1c(-c2ccc(Cl)cc2)ncn1CCc1ccccc1OC | ?
O=C(c1ccccc1)N(Cc1ccco1)C1CC1 | -7%
C=CCNC(=O)CCc1c(CC)nn(-c2ccccc2)c1Oc1ccccc1OC | 50%[activator]
COc1ccc(-c2cnc3[nH]cc(CC(N)=O)c3c2)cc1OC | 3%[176 µM]
CCCN1C(CC(C)C)=NS(=O)(=O)c2cc(NC(=O)C(C)C)ccc21 | 31%[activator]
CCC1c2ccsc2CCN1C(=O)CNC(=O)c1ccc(Cl)c(Cl)c1 (stereo not drawn) | -10%
O=C(NC1CCCCC1)N1CCc2n[nH]c(=O)n2CC1 | 56%[activator]
O=C(NCCc1ccccc1)N1CC(c2noc(C3CCCN3CC3CC3)n2)C1 (stereo not drawn) | 38%
Cc1ccccc1-n1nc(C)c(CCC(=O)NC(C)C)c1Oc1cccc(F)c1 | -5%
Cc1cccc(C(=O)Nc2cnc3ccccc3c2)c1C | -3%
O=C(O)CCC(=O)c1ccc(Cl)cc1 | 2%
COc1ccc(C(=O)NCC2c3cc(OC)c(OC)cc3CCN2C(=O)NC(C)C)cc1 (stereo not drawn) | 0%
O=C(Nc1ccccc1F)C1CCN(C(=O)c2ncn3c2COC(c2ccc(F)cc2)C3)CC1 (stereo not drawn) | 39%[activator]
Cc1cccc(N(C)C(=O)Cn2c(=O)n(-c3cccc(C)c3)c(=O)c3c2cc(C)n3C)c1 | 41%[activator]
CNC(=O)[C@@H](c1ccc(OC)cc1)N1CCC[C@H]1C(=O)N1CCC1 | -5%[176 µM]
CN1CCN(c2nccc3[nH]c(-c4cccc(F)c4)nc23)CC1 | 19%
CCC(C(=O)Nc1cccc(Cl)c1)n1nc(-c2ccc(C)cc2)ccc1=O (stereo not drawn) | ?
CCOc1ccccc1-c1noc(-c2nnn3c2COC(c2ccc(C)cc2C)C3)n1 (stereo not drawn) | 7%
CCC(=O)N1CC(C(=O)N2CCCCC2)[C@H](c2ccncc2)C1 (stereo partly drawn) | ?
Cc1ccc(C(=O)N2CCC[C@H]2c2nc(-c3ccccc3)no2)cc1C | ?
O=C1C[C@@H]2CCN(C(=O)c3ccccc3)C[C@@H]2CCN1Cc1cccnc1 | 28%[176 µM]
O=C(O)CCC(=O)N1N=C(c2ccc3c(c2)OCO3)CC1c1ccccc1 (stereo not drawn) | 17%
COc1cccc(-c2noc(CC3CCN(C(=O)c4ccc(F)cc4)CC3)n2)c1 | -3%
O=C(NCc1nnc2n1C(C(=O)N1CCN(c3ncccn3)CC1)CC2)Nc1cccnc1 (stereo not drawn) | -1%[6.33 µM]
N#C/C(=C/c1cccc(F)c1)C(=O)c1c[nH]c2cc(F)ccc12 | ?
c1ccc(-c2nnc(SCc3nc4ccccc4o3)o2)cc1 | 23%
NC(=O)C1CCN(CC[C@H]2CN(C(=O)Nc3ccc(OC(F)(F)F)cc3)CC[C@H]2CC(=O)O)CC1 | 60%[activator]
NC(=O)C(c1ccccc1)(c1ccccc1)c1ccccc1 | -8%
CCCNC(=O)N1CCC(Oc2ncccc2C(=O)N2CCOCC2)C1 (stereo not drawn) | 31%
CC(=O)Nc1cccc(C(=O)N(C)C(C)c2cccs2)c1 (stereo not drawn) | 1%
O=C(CN1CCc2ccccc2C1)N1N=C(c2ccco2)CC1c1ccco1 (stereo not drawn) | ?
O=C(CC1CCCC1)NCCc1cccnc1 | ?
Cc1ccc2c(c1)-c1ccccc1C2=O | -6%
CCN1C(=O)CCN(C(=O)NCc2ccccc2)CC12CCOCC2 | ?
Cc1ccc2oc(-c3ccc(NC(=O)c4ccccc4F)cc3)nc2c1 | -2%
NC(=O)c1ccc(NC(=O)C2CC(=O)N(c3n[nH]c4ccccc34)C2)cc1 (stereo not drawn) | 50%[activator]
COc1cc(CN2CCN(Cc3cnc(SC)nc3)CC2CCO)cc(OC)c1 (stereo not drawn) | 63%[activator]
COc1cc(OC)cc(C(=O)NC2CCN(c3cc(C(F)(F)F)nc(C)n3)CC2)c1 | -7%
Cc1cc(C(F)(F)F)c(C#N)c(SCc2cccnc2)n1 | 4%
CCOC(=O)C1=CN(c2ccc(C)cc2)C=C(C(=O)OCC)C1c1cccc(OCC)c1 | ?
Cc1ccc(CN(C)Cc2cnc(S(=O)(=O)C(C)C)n2CCc2ccccc2)o1 | 14%
Cn1cccc1C(=O)N1CCCN(S(=O)(=O)c2ccccc2)CCC(=O)NCC1 | 38%[activator]
CS(=O)(=O)CC[C@H](NC(=O)C1=C[C@@H](NC(=O)CCN)[C@@H](O)[C@H](O)C1)C(N)=O | 12%[176 µM]
CN(C)c1cccc(C(=O)N[C@H]2CC[C@@]34CCCN3C(=O)CCC[C@H]4[C@H]2Cc2ccccc2)c1 | ?

Sorted by molecular weight (high to low): some entries from above
SMILES | 12-LOX inh
O=C(CC[C@@H]1CNC(=O)[C@@H]2C[C@H](NCc3ccc(F)cc3)CN12)NCc1ccccc1 | 85%[activator][176 µM]
CC1=C[C@@H](CNC(=O)c2cccnc2)[C@H](C(C)C)C[C@H]1CC(=O)NCc1ccccn1 | -26%[176 µM]
CC(=O)N1CCc2nn(CC(=O)N3CCN(c4ccccc4F)CC3)c(=O)cc2C1 | 46%
Cc1cc(C)cc(NC(=O)Cn2c(N3CCCCC3)nc(C)c(C)c2=O)c1 | -1%
CCCN1C(CC(C)C)=NS(=O)(=O)c2cc(NC(=O)C(C)C)ccc21 | 31%[activator]
NC(=O)c1ccc(NC(=O)C2CC(=O)N(c3n[nH]c4ccccc34)C2)cc1 (stereo not drawn) | 50%[activator]
CNC(=O)C(C)OC(=O)c1nn(-c2ccccc2)c(=O)c2ccccc12 (stereo not drawn) | -5%
Cc1nc(C)c(C(=O)N2CCOCC(O)(CN3CCCC3)C2)s1 (stereo not drawn) | 31%[activator]
Cc1c(C)c2ccc(OCC(=O)OC(C)(C)C)c(C)c2oc1=O | 26%
CCC(=O)N1CC(C(=O)N2CCCCC2)[C@H](c2ccncc2)C1 (stereo partly drawn) | ?
COc1cccc(-c2nccc(NC3CCNCC3)n2)c1 | -12%
O=C(c1ccccc1)N(Cc1ccco1)C1CC1 | -7%
CCOc1ccccc1CNCc1ccco1 | ?
CN(Cc1cccn1C)Cc1ccnn1C | 36%[176 µM]
CCCC(C)NC(=O)c1ccccc1C (stereo not drawn) | 13%

Continued.
SMILES | 12-LOX inh
Cc1ccccc1OCCOC(=O)c1n[nH]c(=O)c2ccccc12 | ?
O[C@H]1[C@H](NCc2ccccn2)[C@H]2CO[C@H](O2)[C@@H]1N1CCN(c2ccccc2)CC1 | 87%[activator][176 µM]
COc1ccc(C(=O)NC2CCN(c3cnn(CC4CC4)c(=O)c3)CC2)cc1OC | ?
CC1(C(=O)O)CCN(C(=O)c2ccc(C(F)(F)F)cc2)CC1 | 3%[6.33 µM]
Cc1ccccc1OCCOc1ccc2ccc(=O)oc2c1 | 2%
